NCI-60 one-dose screen, 48 h, at 10 µM unless noted. Numbers give growth in % (100 = growth as untreated, 0 = no growth, -100 = all killed).
MDA-MB-468 = MDA-MB-468 breast cancer | AID 2202374 | actives 8.5% (n = 78,000)
MDA-MB-435 = MDA-MB-435 melanoma | actives 7.8% (n = 82,000)
MOLT-4 = MOLT-4 leukemia cells; actives 6.9% (n = 80,000); AID 1794779
SR = SR leukemia cells; actives 8.7% (n = 73,000)
RPMI-8226 = RPMI-8226 leukemia cells. actives 7.5% (n = 77,000). AID 1794781
MCF7 = MCF7 breast cancer | AID 1794796 | actives 6.3% (n = 82,000)
MDA-MB-231 = MDA-MB-231 breast cancer; actives 5% (n = 81,000); AID 1794789
K-562 = K-562 leukemia | actives 7.4% (n = 78,000) | AID 1794777
An asterisk follows results filed as active; . = not tested or not shown. Rule for the calls: active = growth percent below 10; inactive = the rest.

Sample of the layout:
mol	MDA-MB-435	K-562	MDA-MB-468	MOLT-4	MCF7	SR	MDA-MB-231	RPMI-8226
COC(=O)[C@H](C)Nc1nc(N)nc(N(C)c2ccccc2)c1C=O	109	99	97	100	96	100	97	99
CSc1ncnc2c1nnn2C1OC(COC(=O)c2ccccc2)C(OC(=O)c2ccccc2)C1OC(=O)c1ccccc1 (stereo not given)	29	93	62	80	82	134	56	79
Cc1cccc(NC(=S)NCCc2ccccn2)c1	97	108	117	90	101	91	120	106
O=C(NNC(=S)Nc1ccccc1)c1ccc2nc(-c3ccc([N+](=O)[O-])cc3)[nH]c2c1	102	96	107	98	86	108	103	100

This part in full, from the first entry:
mol	MDA-MB-435	K-562	MDA-MB-468	MOLT-4	MCF7	SR	MDA-MB-231	RPMI-8226
COC(=O)[C@H](C)Nc1nc(N)nc(N(C)c2ccccc2)c1C=O	109	99	97	100	96	100	97	99
CSc1ncnc2c1nnn2C1OC(COC(=O)c2ccccc2)C(OC(=O)c2ccccc2)C1OC(=O)c1ccccc1 (stereo not given)	29	93	62	80	82	134	56	79
Cc1cccc(NC(=S)NCCc2ccccn2)c1	97	108	117	90	101	91	120	106
O=C(NNC(=S)Nc1ccccc1)c1ccc2nc(-c3ccc([N+](=O)[O-])cc3)[nH]c2c1	102	96	107	98	86	108	103	100
Cc1nc(C(Cl)Cl)nc2cc(-c3ccccc3)nn12	103	99	100	95	73	92	85	86
O=C1OC2N(C(=O)CSc3ccccc31)C13CCC(=O)N1c1ccccc1C(=O)C2(c1ccccc1)O3 (stereo not given)	106	96	105	91	97	94	94	87
CN(c1ccccc1)S(=O)(=O)CS(=O)(=O)N(C)c1ccccc1	.	109	107	95	104	117	100	111
COc1cc(C(=O)NC(=S)Nc2ccc3ccccc3c2)cc(OC)c1OC	.	88	95	89	93	87	100	89
CCOC1Oc2ccccc2C(=O)/C1=N/c1nccs1 (stereo not given)	104	85	.	80	79	57	78	36
CCCCNc1ccccc1	104	94	97	90	104	85	102	96
O=C(NCc1ccccc1)Nc1ccc2cc3ccc(NC(=O)NCc4ccccc4)cc3nc2c1	100	99	90	100	84	81	127	106
CC1(C)CC(=O)c2c(nn(-c3ccccc3)c2-c2cn(-c3ccccc3)nc2-c2ccc(N)cc2)C1	96	66	97	54	82	75	86	58
Clc1ccc2nc(-c3ccc(-c4ccc(/C=N/NC5=NCCN5)cc4)s3)cn2c1	101	4.1*	96	80	79	8.3*	96	53
O=C(Cn1c(O)c(C=Nc2ccc(S(=O)(=O)Nc3ncccn3)cc2)c2ccccc21)c1ccc(Cl)cc1	105	113	111	103	85	96	75	121
O=C(/C=C\C(=O)OCCOc1ccccc1)OCCOc1ccccc1	94	98	97	111	103	99	97	101
CC(=O)N1N=C(c2ccccc2)CC1c1[nH]c(C)c(C(=O)NCC(F)(F)F)c1C (stereo not given)	103	102	108	104	85	96	97	103
C=CC(=O)N[C@@H](Cc1ccc(-c2cc(Cl)cc(Cl)c2)cc1)[C@@H](O)[C@H](O)C(=O)O	102	101	101	93	94	93	104	105
CCCCNC(=O)Oc1ccc(/C(=C(/CC)Cc2ccccc2)c2ccc(OCCN3CCCC3)cc2)cc1	96	.	84	88	44	81	95	99
CN(C)C(=O)OCCOc1c(Cl)cc(Cl)c(Cl)c1[N+](=O)[O-]	97	98	110	92	99	77	83	89
C[N+]1(CCC[N+]2(C)CCCCCC2)CCCCCC1	111	109	122	103	96	106	100	109
NC(=O)CSc1oc(-c2ccccc2)nc1S(=O)(=O)c1ccc(F)cc1	105	93	97	78	90	94	91	87
COc1ccc(CN2[C@H](C)[C@@H](O)[C@@H](O)[C@H](C(C)C)N(Cc3ccccc3)S2(=O)=O)cc1	105	112	89	96	.	103	116	103
CSc1nc(-c2ccco2)c(C#N)c(=O)n1C	102	101	.	95	98	75	107	92
Cc1c(-c2ccccc2)nnn1-c1ccc(F)cc1F	107	110	99	95	92	97	100	89
O=C1OCC2=C1C(c1ccc3c(c1)OCO3)CC(=O)N2c1cccc(Cl)c1 (stereo not given)	100	102	88	95	87	99	101	90
CC(=O)Nc1ccc(S(=O)(=O)NC(CCC(=O)Nc2ccccc2)C(=O)O)cc1 (stereo not given)	101	92	99	107	89	112	96	94
CN1CCc2c(sc3nc4n(-c5ccc(Cl)cc5)c(=O)c(=O)[nH]n4c(=O)c23)C1	108	104	124	88	87	83	110	.
O=C(Nc1nc2ccc(F)cc2s1)c1cccnc1Nc1ccc(Cl)cc1	29	5.7*	.	17	18	30	51	25
Cc1ccc(NC(=O)N2CCN(C)CC2)cc1	105	101	108	98	97	97	100	97
N#C/C(=C\c1c(-c2ccccc2)[nH]c2ccccc12)C(=O)Nc1ccc(Cl)cc1	65	40	.	38	49	30	77	82
CCOC(=O)c1cc(C(=O)c2ccc(OC)c(OC)c2)n2cnc(-c3ccc(Cl)cc3)cc12	95	84	100	84	87	101	102	104
CC1(C)CC[C@]2(C(=O)NCCNCCN)CC[C@]3(C)C(=CC[C@@H]4[C@@]5(C)CCC(=O)C(C)(C)[C@@H]5CC[C@]43C)[C@@H]2C1	61	-48*	-67*	3.5*	-24*	-46*	6.8*	-20*
COc1ccc2c(c1)N(CCO)C1=C(C(=O)OC1)C2c1ccc(OC)c(OC)c1 (stereo not given)	-26*	20	0.1*	43	27	21	68	63
NC(=Nc1ccccc1)N(c1ccccc1)c1ccccc1	103	106	117	90	86	112	86	94
COc1ccc(OC)c(/C=C/c2nnc(Nc3ccc(Cl)cc3)s2)c1	96	73	100	84	98	68	97	.
CC(=O)Nc1ccc(C)cc1	113	94	.	113	97	80	113	92
O=C(C(/C=N\C(=S)Nc1ccccc1Cl)=C(/O)c1ccccc1)c1ccccc1	98	72	47	86	41	56	79	76
CCn1cnc2c1c(=O)[nH]c(=O)n2CC1CCC(CNS(=O)(=O)c2ccc(OC3CCOCC3)c(F)c2)CC1 (stereo not given)	.	39	31	63	27	50	48	.
COc1cc(-c2cc(-n3nnnc3-c3ccccc3)no2)cc(OC)c1OC	103	94	100	94	99	101	111	102
CCOC(=O)/C(C)=N\NC(N)=S	118	110	108	108	94	119	101	94

Whole records, quoted from the list. Screens in order: MDA-MB-435 | K-562 | MDA-MB-468 | MOLT-4 | MCF7 | SR | MDA-MB-231 | RPMI-8226
CCn1cnc2c1c(=O)[nH]c(=O)n2CC1CCC(CNS(=O)(=O)c2ccc(OC3CCOCC3)c(F)c2)CC1 (stereo not given) across the screens: . | 39 | 31 | 63 | 27 | 50 | 48 | .
COc1cc(-c2cc(-n3nnnc3-c3ccccc3)no2)cc(OC)c1OC across the screens: 103 | 94 | 100 | 94 | 99 | 101 | 111 | 102
CCOC(=O)c1cc(C(=O)c2ccc(OC)c(OC)c2)n2cnc(-c3ccc(Cl)cc3)cc12 across the screens: 95 | 84 | 100 | 84 | 87 | 101 | 102 | 104
NC(=Nc1ccccc1)N(c1ccccc1)c1ccccc1 across the screens: 103 | 106 | 117 | 90 | 86 | 112 | 86 | 94

Next results follow.
mol	MDA-MB-435	K-562	MDA-MB-468	MOLT-4	MCF7	SR	MDA-MB-231	RPMI-8226
C=CCOc1c(CCC)cc(C(=O)OCC)cc1CCC	110	110	107	102	.	93	96	106
CC1=C(C)C(=O)OC([C@](C)(O)[C@]2(O)CC[C@@]3(O)[C@@H]4C[C@H]5O[C@]56CC=CC(=O)[C@]6(C)[C@H]4CC[C@]23COC(=O)c2ccc(C)o2)C1 (stereo not given in full)	-77*	1.5*	-56*	4.9*	-66*	2.9*	-55*	-17*
COc1cc(-c2nnc(Nc3c(C)cccc3C)o2)ccc1O	106	124	97	110	98	120	86	106
CCOC(=O)C(F)(C#N)C(C)CC (stereo not given)	97	99	115	104	105	89	121	96
OCCNC(Cc1ccccc1)C1CC=CCC1 (stereo not given)	108	99	107	85	91	108	104	99
NC(N)=NN=C1CCC(C2CCCCC2)CC1 (stereo not given)	104	98	76	89	92	.	99	100
COc1ccc2[nH]c(O)c(C(=Nc3ccc(N(C)C(=O)CN4CCN(C)CC4)cc3)c3ccccc3)c2c1	42	5.3*	58	15	29	.	28	39
N/C(=N\c1nc2ccccc2s1)NC(=O)Nc1cccc2ccccc12	-28*	9.1*	4.0*	20	23	.	52	14
CC(C)C[C@H](NC(=O)OCc1ccccc1)C(=O)C1CO1 (stereo not given in full)	99	92	98	95	94	99	96	102
O=C(NNc1nc2cc(F)ccc2n2c(CN3CCCCC3)ccc12)c1cnccn1	-46*	.	-63*	.	-56*	.	-31*	-2.8*
COc1ccc(NC(=O)CSc2nnc(-c3cc(-c4ccc(OC)cc4)nc4ccccc34)n2-c2ccccc2)cc1	101	99	104	111	99	129	101	.
O=C(CCCCCCN1CC(=O)N2[C@@H](c3ccc(F)cc3)c3[nH]c4ccccc4c3C[C@H]2C1=O)NO	85	73	.	85	75	38	80	48
COc1ccc(/C=C/c2nc(Nc3ccc(S(=O)(=O)NC(C)=O)cc3)c3ccccc3n2)cc1	63	.	53	79	47	54	72	77
Cc1onc(-c2c(Cl)cccc2Cl)c1C(=O)SC1=NC(C)N2C(SC(=O)c3c(-c4c(Cl)cccc4Cl)noc3C)=NC(C)N12 (stereo not given)	100	.	100	84	91	89	103	97
c1ccc(CNc2cccnc2)cc1	101	88	93	92	99	111	109	95
C/C(=C(/c1ccc(O)cc1)c1ccc(OCCN2CCCCCC2)cc1)c1ccccc1	52	.	32	.	10	-24*	43	2.1*
COc1cc(-c2cn(-c3ccc(/C=C/C(=O)c4cc(-c5cccc(Cl)c5)ccc4O)cc3)nn2)cc(OC)c1OC	99	.	96	.	82	.	88	66
Cc1ccc(S(=O)(=O)N(CCc2ccc(Cl)cc2)S(=O)(=O)c2ccc(C)cc2)cc1	95	70	74	67	88	82	108	77
C=CC(C)(O)CC/C=C(\CO)C(=O)OC1C(C)OC(O[C@](C)(C=C)CC/C=C(\CO)C(=O)O[C@H]2C[C@@]3(C(=O)OC4OC(CO)C(O)C(O)C4OC4OC(C)C(OC5OC(CO)C(O)C5O)C(OC5OC(CO)C(O)C(O)C5O)C4O)C(CC2(C)C)C2=CCC4[C@@]5(C)CC[C@H](OC6OC(COC7OC(C)C(O)C(O)C7OC7OCC(O)C(O)C7O)C(O)C(O)C6NC(C)=O)C(C)(C)C5CC[C@@]4(C)[C@]2(C)C[C@H]3O)C(O)C1O (stereo not given in full)	-81*	23	20	-21*	-50*	-27*	-30*	41
CCC(C)NC(=O)c1ccc(Cl)cc1Cl (stereo not given)	100	104	95	106	94	103	111	107
Cc1sc(N/N=C/c2cn(-c3ccc(C(=O)O)cc3)nc2-c2ccc(C(=O)O)cc2)nc1C(F)(F)F	102	108	105	115	97	118	103	112
Cn1cc(-c2cc(N)n3nc(-c4cn(C)c5ncc(Br)cc45)cc3n2)c2cc(Br)cnc21	-38*	-42*	-84*	-54*	.	-35*	6.7*	5.5*
Cc1cc(O)ccc1O	98	94	107	65	95	104	87	59
CCOC(=O)c1c(NCC(=O)Nc2cccc(Cl)c2)sc2c1CCCC2	-2.0*	66	73	47	43	69	86	79
COC(=O)CCCc1c[nH]c2ccccc12	101	114	109	77	87	84	95	96
COc1ccc(OC)c(/C=C2\Cc3c(Cl)cccc3C2=O)c1	86	89	52	97	64	112	101	84
CC1=NN(c2ccc(S(=O)(=O)O)cc2)/C(=N/NC(N)=S)C1	99	115	90	113	97	.	99	95
COc1cc(-c2ccc(=O)oc2C#Cc2ccccc2)cc(OC)c1OC	60	72	.	80	38	55	87	73
CCOC(=O)C1=NN(c2ccccc2)C2=NC(=O)/C(=C(/C)c3cc4ccccc4o3)C(=O)N12	102	.	103	105	86	101	83	.
COc1ccc(NC(=O)Cn2c(=O)c3c(ncn3C)n(C)c2=O)cc1	106	96	108	99	98	100	93	97
COc1ccc(-c2coc3ccc4ccccc4c3c2=O)cc1OC	111	107	117	82	106	76	93	81
COc1ccc(C2CC(n3nnnc3-c3ccccc3)=NN2)cc1 (stereo not given)	50	16	64	50	62	.	40	63
CCCCCCNC(=O)/C(=C/C=C/c1ccccc1)NC(=O)c1ccccc1	105	93	94	92	96	77	100	81
CC(=O)N(C)O	104	86	99	88	100	91	108	102
O=C(C1=Cc2cc3ccccc3n2Cc2cnnn21)c1ccccc1	-7.5*	21	6.0*	42	35	.	54	53
C/C(=N\Nc1ncc(C(N)=O)c(N)n1)c1ccccc1	109	101	91	84	86	101	107	99
COc1ccc(C(=O)/C=C/c2cc(C(=O)c3cc(OC)c(OC)c(OC)c3)ccc2OC)cc1	52	13	47	10	21	6.7*	52	15
O=C1CCC(NNS(=O)(=O)c2ccccc2)N1 (stereo not given)	99	96	88	99	99	91	103	113
Fc1ccccc1-c1nnc2sc(-c3ccccc3)nn12	95	98	99	99	94	80	100	92
C=CCOC(=O)C1=C(C)NC2=C(C(=O)CCC2)C1c1cc(OC)ccc1OC (stereo not given)	107	96	91	84	96	84	90	.
CCC1(c2ccccc2)NC(=O)N(C)C1=O (stereo not given)	135	.	110	102	96	.	105	122
O[C@H]1[C@H]2c3cc4c(cc3CN3CCC(=C[C@@H]1O)[C@H]23)OCO4	33	21	21	8.0*	12	33	40	23
CC(C)C(=O)Nc1cccnc1	95	115	92	117	100	90	96	118
O=C(Cc1cccc([N+](=O)[O-])c1)Nc1ccccc1	109	103	124	96	97	84	110	103
O=C(/C=C/Nc1ccc(NS(=O)(=O)c2ncccn2)cc1)c1cc2c(ccc3ccccc32)oc1=O	104	94	102	88	95	82	110	89

From PubChem
